Assay outcomes (PubChem BioAssay)
Cneo AK release: causes C. neoformans cell lysis. adenylate kinase release luminescence, 4 h; normalised: neutral wells 0, clomiphene wells 100. hit rate 0.2% among 360,000. lysis activity, % at 15 µM. AID 651654;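 active = mean lysis activity across replicates of at least 80%, whatever share of replicates individually reach that level; inactive = mean lysis activity below 80%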
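Material: C. neoformans cells | Amount: Yeast cell density of 5 × 10^6 cells/mL | Medium: Fresh YPD growth medium | Dosing: Single dose | Times: Static 4 h at 37 °C with compound, 1 h detection | Detection: AK luminescence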
miR122 inh: blocks miR-122 activity in Huh7 sensor cells; Huh7 miR-122 Renilla luciferase sensor, 48 h; neutral wells = 0, positive control = 100; activation (reporter increase), % at 12.5 µM; hit rate 0.3% among 340,000; AID 602342;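 active = mean replicate activation score at least 90 and every replicate individually at or above 90; inconclusive = only one of the two criteria met; inactive = neither criterion met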;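 note: higher luciferase means less miR-122 activity so hits act as miR-122 inhibitors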
esBAF inh: SWI/SNF esBAF complex inhibition; reporter increase, % at 12.5 µM; hit rate 2% among 350,000; mouse ES cells, Bmi1-luciferase knock-in reporter, 24 h; 100% = twice the neutral-well signal; in the data active = activation above about 40%; inconclusive = no clear call, values can overlap the other calls;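 note: 0% = median of the plate's neutral control wells and 100% = double that signal; a rise in the Bmi1 reporter signal indicates esBAF inhibition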
ARNT TACC3 PPI: disrupts binding between human ARNT and TACC3. Q9Y6A5. AlphaScreen His-ARNT PAS-B/GST-TACC3 binding, luminescence; TACC3 fragment carries E629A point mutation. inhibition, % at 9.99 µM. hit rate 0.66% among 390,000. AID 623870;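 active = mean inhibition of replicates at least 50% and at least half of replicates each reaching 50%; inconclusive = half or more replicates reach 50% but mean below 50%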;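 note: 0% = complete ARNT plus TACC3 wells and 100% = ARNT alone without TACC3; many hits fall short of the cut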
Statin myotox sup: suppressors of simvastatin-induced myotoxicity in C2C12 myotubes. ATP luminescence, 48 h; scaled: DMSO 0, geranylgeraniol control 100. rescue of ATP level, % at 7.49 µM. hit rate 0.78% among 330,000. AID 602340;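 active = mean ATP rescue above about 67%, or every replicate alone reaching that limit, limit read from the data, passing the limit was not always enough; inconclusive = no clear call, values can overlap the other calls; inactive = mean under the limit and some replicate under it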;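 note: myotubes were challenged with 10 µM simvastatin during compound exposure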
SIRT5 inh: inhibitors of human sirtuin-5 desuccinylase; inhibition, % at 15 µM; Purified SirT5, succinyl-peptide AMC, trypsin-coupled fluorescence; hit rate 1.1% among 330,000; Q9NXA8; AID 652115; in the data active = inhibition above about 15%; inconclusive = no clear call, values can overlap the other calls
Target sequence (Q9NXA8 whole entry, looked up): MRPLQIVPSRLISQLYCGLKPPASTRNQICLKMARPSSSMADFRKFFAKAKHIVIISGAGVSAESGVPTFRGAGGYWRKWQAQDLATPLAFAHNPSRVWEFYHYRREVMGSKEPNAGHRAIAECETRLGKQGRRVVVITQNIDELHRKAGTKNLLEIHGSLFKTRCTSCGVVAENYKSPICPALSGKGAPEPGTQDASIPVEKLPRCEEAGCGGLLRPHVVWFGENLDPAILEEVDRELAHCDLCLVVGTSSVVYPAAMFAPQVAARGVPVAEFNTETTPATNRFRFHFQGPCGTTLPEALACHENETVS
ERp5 inh: blocks human ERp5 reductase activity on insulin; Q15084; ERp5 insulin aggregation, absorbance 650 nm, 90 min; inhibition, % at 9.99 µM; hit rate 0.05% among 350,000; AID 651711;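 active = mean replicate inhibition above about 25%, with every replicate also reaching it, limit read from the data, passing the limit was not always enough; inconclusive = only one of those two criteria met; inactive = neither criterion met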
Target sequence (Q15084 whole entry, looked up): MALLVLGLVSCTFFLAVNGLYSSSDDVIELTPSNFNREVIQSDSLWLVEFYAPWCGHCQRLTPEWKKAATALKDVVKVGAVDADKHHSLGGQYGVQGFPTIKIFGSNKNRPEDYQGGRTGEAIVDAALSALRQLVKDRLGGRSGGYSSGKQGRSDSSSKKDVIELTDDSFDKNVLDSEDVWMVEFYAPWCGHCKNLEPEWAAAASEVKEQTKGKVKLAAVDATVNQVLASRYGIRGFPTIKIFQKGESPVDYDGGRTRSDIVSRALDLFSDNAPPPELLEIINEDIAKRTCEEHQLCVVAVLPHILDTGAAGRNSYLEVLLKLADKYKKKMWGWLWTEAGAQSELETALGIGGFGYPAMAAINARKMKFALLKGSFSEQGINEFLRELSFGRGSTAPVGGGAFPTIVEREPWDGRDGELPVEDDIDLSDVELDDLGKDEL
* = called active by the depositor; ? = inconclusive; / = not tested or not shown; [ ] = another dose, or the depositor's remark. Rows are unselected; 4% or so of the library scored in one or more.

SMILES	Cneo AK release	miR122 inh	esBAF inh	ARNT TACC3 PPI	Statin myotox sup	SIRT5 inh	ERp5 inh
O=C1c2ccccc2C(=O)c2cc(NC(=O)C3CC3)ccc21	2	-1	/	-1	/	1	-3
CN(c1ccccc1)S(=O)(=O)c1cc(C(=O)N2CCN(c3ccccn3)CC2)ccc1Cl	0	/	0	11	-7	/	/
COc1cc(-c2nnc(NC(=O)c3ccco3)o2)cc(OC)c1OC	/	-9	3	43*	-13	5	-1
CCOC(=O)C1(CCCc2ccccc2)CCN(C(=O)C2CCCO2)CC1 (stereo not drawn)	1	-6	4	-3	-5	-6	-3
CCc1ccc(NC(=O)C(C)OC(=O)c2cc(=O)[nH]c3ccc(S(=O)(=O)Nc4ccc(F)cc4)cc23)cc1 (stereo not drawn)	/	/	/	1	/	2	1
CCCOC(=O)c1ccc(NC(=O)C(=O)NCC2CCCO2)cc1 (stereo not drawn)	0	-6	/	6	/	-3	-1
C/C=C\C(=O)Nc1cccc(C2=NOC3(C2)C[C@@H](C(N)=O)N(C(=O)COc2ccc(Cl)cc2)C3)c1 (stereo partly drawn)	-1	-12	6	5	-8	0	-2
C[C@H]1CCCCO[C@H](CN(C)C(=O)Nc2ccc3c(c2)OCO3)[C@@H](C)CN([C@@H](C)CO)C(=O)c2cc(NC(=O)Nc3cccc4ccccc34)ccc2O1	-3	0[16.7 µM]	5	-13	15	8	10
C[C@@H]1CN([C@H](C)CO)C(=O)c2cccc(NS(=O)(=O)c3cccs3)c2O[C@H]1CN(C)S(=O)(=O)c1cn(C)cn1	1	5[16.7 µM]	-3	-8	-13	1	4
Cc1ccccc1Nc1ncnc2c1cnn2Cc1ccccc1	2	-4	/	/	/	-5	-3
COc1ccc(S(=O)(=O)Nc2ccc3c(c2)CC(=O)N([C@@H](C)CO)C[C@@H](C)[C@@H](CN(C)C)O3)cc1	1	4[16.7 µM]	5	16	1	-1	6
Cc1nc2scc(-c3ccc(C(C)(C)C)cc3)c2c(=O)n1N	1	-5	2	-11	-19	-2	0
C=CCn1c(SCn2nnc3ccccc3c2=O)nnc1-c1ccc(Br)cc1	4	-6	13	3	1	/	/
O=C(O)c1ccccc1C=NNc1ccccn1	1	/	9	-3	5	2	-2
Cc1ccc(NC(=O)CCNC(=O)c2ccc([N+](=O)[O-])cc2)cc1C	0	-7	-6	-3	34	-5	-16
Cc1ccc2nc(-c3ccsc3)c(NC3CCCC3)n2c1	-3	-1	20	0	-11	-5	-3
CCOc1ccc(C(=O)CCC(=O)NNC(=O)c2ccccc2O)cc1	/	/	-6	2	17	0	1
COc1ccc(-c2nc3c(c(=O)n(C)c(=O)n3C)n2CC2CC(c3ccccc3)=NO2)cc1OC (stereo not drawn)	-2	3	/	/	0	/	/
O=C(NC1CCCCCC1)c1ccc(CS(=O)(=O)Cc2ccccc2F)o1	11	/	3	-3	-13	0	1
NS(=O)(=O)c1ccc(CCNc2nn3c(-c4ccc(F)c(Cl)c4)cnc3s2)cc1	-1	-10	6	/	-12	-4	-3
COc1ccc(OC)c(-c2cc(C3CCN(c4cc(Cl)nc(N)n4)CC3)[nH]n2)c1	0	-46	-10	-15	17	/	/
O=C1NC(c2ccccc2)CCO1 (stereo not drawn)	2	3	4	10	0	/	-2
CCCc1nnc(NC(=O)CCC(=O)N2CCN(S(=O)(=O)c3ccc(F)cc3)CC2)s1	-3	67	0	-2	-29	0	4
CC(C)NC(=O)N(C)C[C@H]1Oc2ccc(NS(=O)(=O)c3ccccc3)cc2CC(=O)N([C@H](C)CO)C[C@@H]1C	-3	2[16.7 µM]	-3	-4	11	-9	2
Cc1cc(C(=O)NNC(=O)c2ccc(NC(=O)CC#N)cc2)c(C)o1	0	-10	-6	2	4	-1	-4
C=CCn1c(-c2ccc(N)cc2)nc2ccccc21	-2	-3	58*	-3	2	/	-5
COc1ccccc1NS(=O)(=O)c1cccc(NC(=O)Nc2ccc(Cl)cc2)c1	/	/	/	5	/	-1	-7
C[C@H](CO)N1C[C@H](C)[C@H](CN(C)Cc2ccc(C(=O)O)cc2)Oc2c(NC(=O)Nc3ccc4c(c3)OCO4)cccc2C1=O	2	-2[16.7 µM]	-2	-1	/	-3	13
O=C(NCc1ccccc1)c1ccc(CS(=O)(=O)Cc2ccccc2F)o1	-1	0	0	0	15	-2	?
C[C@@H]1CN([C@H](C)CO)C(=O)Cc2cc(NC(=O)NC3CCCCC3)ccc2O[C@H]1CN(C)Cc1ccc(-c2ccccc2)cc1	1	-1[16.7 µM]	6	0	28	-1	-11
O=C(Nc1cc(F)ccc1F)N1CCCCN2[C@H](C1)[C@H](c1ccc(-c3ccccc3)cc1)[C@@H]2CO	-4	-10[16.7 µM]	/	4	/	3	-3
O=C(Nc1cccc2ccccc12)NC1CC1	0	-4	-7	/	6	-1	-3
CCCN1C(=O)c2cc(C(=O)O)ccc2C1O (stereo not drawn)	-4	7	-7	-6	-9	-2	8
COc1cccc(-c2cnc3c(c2)C(=O)N([C@@H](C)CO)C[C@H](C)[C@@H](CN(C)CC2CCOCC2)O3)c1	0	3[16.7 µM]	3	-10	17	-3	0
Cc1ccc2c(c1)N(C(=O)CCC(=O)NC1CCCCCC1)CC(C)O2 (stereo not drawn)	0	0	5	-4	13	-4	-1
C[C@@H]1CN([C@H](C)CO)C(=O)c2cc(N(C)C)ccc2O[C@@H](C)CCCCO[C@H]1CN(C)C(=O)c1ccccc1	-7	4[16.7 µM]	7	7	5	-1	2
Cc1cc(C)cc(NC(=O)C2C3C=CC4(O3)C2C(=O)N(CCN2CCCCC2)C4C(=O)NC2CCCCC2)c1 (stereo not drawn)	1	-8	-6	1	-18	-2	-4
CCOC(=O)c1ccc(N2C(=O)CC(C)(CC)CC2=O)cc1	/	/	/	-3	/	-3	2
Cc1ccc(NC(=O)CC2SCCNC2=O)cc1Cl (stereo not drawn)	-3	-9	40	1	-2	/	/
Cc1ccccc1OCC(=O)OCC(=O)Nc1cc(S(=O)(=O)N2CCCCC2)ccc1Cl	/	/	/	-3	/	-1	2
N#CC1=C(N)OC2=C(C(=O)CCC2)C1c1ccc2c(c1)OCO2 (stereo not drawn)	-1	-7	-7	-4	4	-2	5
N#CC(C(=S)Nc1ccccc1)c1nc2ccccc2[nH]1 (stereo not drawn)	0	?	-4	-3	-3	1	4
C[C@H](CO)N1C[C@H](C)[C@H](CN(C)Cc2ccc(C(=O)O)cc2)Oc2c(NC(=O)c3ccncc3)cccc2C1=O	-1	1[16.7 µM]	-8	/	3	7	0
C[C@@H]1CN([C@H](C)CO)C(=O)Cc2cc(NC(=O)Nc3cccc4ccccc34)ccc2O[C@H]1CN(C)Cc1ccc2c(c1)OCO2	2	-11[16.7 µM]	-4	-1	45	17*	1
CC(=O)c1cccc(NC(=O)C2CCCN2S(=O)(=O)c2ccccc2C(F)(F)F)c1 (stereo not drawn)	-1	7	-10	/	-1	/	0
COc1ccccc1CN1Cc2cccc3c2[C@@H](CC1=O)[C@H](O)[C@H](O)C3	-1	-6	-8	-1	13	-4	1
NNC(=O)c1ccc(COCC(F)(F)C(F)F)cc1	/	/	/	5	/	0	-1
COc1cccc(-c2cc(C(=O)N3CCCCCC3)no2)c1	-1	/	-21	-8	-11	2	0
CCNC(=O)CC1SC(=Nc2ccc(C)c([N+](=O)[O-])c2)N(C)C1=O (stereo not drawn)	0	-5	/	/	/	-5	2
COc1ccc(CN(C)C[C@H]2Oc3c(NC(=O)NC(C)C)cccc3C(=O)N([C@@H](C)CO)C[C@@H]2C)cc1	-3	18[16.7 µM]	3	-10	-12	2	-3

An excerpt of these results, with bars between the fields.
mol | Cneo AK release | miR122 inh | esBAF inh | ARNT TACC3 PPI | Statin myotox sup | SIRT5 inh | ERp5 inh
CC(=O)c1cccc(NC(=O)C2CCCN2S(=O)(=O)c2ccccc2C(F)(F)F)c1 (stereo not drawn) | -1 | 7 | -10 | / | -1 | / | 0
COc1ccccc1CN1Cc2cccc3c2[C@@H](CC1=O)[C@H](O)[C@H](O)C3 | -1 | -6 | -8 | -1 | 13 | -4 | 1

Further records follow.
SMILES	Cneo AK release	miR122 inh	esBAF inh	ARNT TACC3 PPI	Statin myotox sup	SIRT5 inh	ERp5 inh
Cc1ccc(S(=O)(=O)N(C)C)cc1NC(=O)CN1C(=O)NC(Cc2ccccc2)C1=O (stereo not drawn)	0	-3	2	5	-9	-11	-4
COC(=O)C1=C(O)/C(=C\c2ccc(OCC(=O)Nc3ccc(OC)cc3)cc2)N=C1C	17	7	2	-1	-1	-3	-4
COCC#Cc1cnc2c(c1)C(=O)N([C@H](C)CO)C[C@@H](C)[C@@H](CN(C)C(=O)C1CCC1)O2	0	5[16.7 µM]	-3	/	-1	2	3
COC(=O)C[C@H]1CC[C@H]2[C@@H](COC[C@@H](O)CN2C(=O)Nc2ccccc2OC)O1	-2	0[16.7 µM]	-4	6	-4	-1	9
CC(=O)c1ccc(OCCCOc2cccc3cccnc23)cc1	3	/	13	-3	0	-9	1
COc1ccccc1CNC(=O)CN1C(=O)NC2(CCCCCC2)C1=O	/	-8	1	/	-4	-4	-4
CCOC(=O)c1cnc2c(ccc3ccccc32)c1NCCN(C)C	-5	-2	3	32	-4	1	-7
C[C@H](CO)N1C[C@H](C)[C@H](CN(C)C)Oc2c(NS(=O)(=O)c3ccc(Cl)cc3)cccc2C1=O	2	21[16.7 µM]	-11	/	-6	1	-3
COc1cccc(-c2cc3nc(NCCOc4ccccc4Cl)n(C)c(=O)c3s2)c1	-1	7	9	/	0	4	5
Fc1cccc(Cl)c1CSc1ccc(-c2ccco2)nn1	/	/	/	6	/	1	0

2 compounds from above, limited to SIRT5 inh and Cneo AK release.
canonical_smiles | SIRT5 inh | Cneo AK release
COc1ccccc1CNC(=O)CN1C(=O)NC2(CCCCCC2)C1=O | -4 | /
CCOC(=O)c1cnc2c(ccc3ccccc32)c1NCCN(C)C | 1 | -5

Continued.
SMILES	Cneo AK release	miR122 inh	esBAF inh	ARNT TACC3 PPI	Statin myotox sup	SIRT5 inh	ERp5 inh
CCCc1cc(=O)[nH]c(SC/C=C/c2ccccc2)n1	1	-1	/	/	/	4	6
O=C(Nc1nnc2n1CCS2)c1ccc(Br)o1	-4	/	-5	46*	3	-2	0
Cc1noc(C)c1NC(=O)N(C)C[C@H]1Oc2ccc(NS(=O)(=O)c3ccccc3)cc2CC(=O)N([C@@H](C)CO)C[C@@H]1C	-12	0[16.7 µM]	0	-9	-20	-3	19
O=C(NC[C@H]1N[C@H](CO)[C@@H]1c1ccccc1)C1CCC1	2	21[16.7 µM]	1	4	-1	/	/
CC(C)c1ccc(NC(=S)NC2CCN(Cc3ccccc3)CC2)cc1	1	-1	/	1	/	/	/
COc1ccc(-c2ccc(CCC(=O)O)n2NC(=O)c2ccc(O)cc2)cc1	0	/	/	-2	/	2	4
Cc1[nH]c2ccc(F)cc2c1CCN1C(=O)OC(C)(C)C1(C)O (stereo not drawn)	1	-4	-3	3	-7	-2	-1
NC(=O)CC(NC(=O)Cc1ccc(Br)cc1)c1ccc(NCCN2CCCCC2)c([N+](=O)[O-])c1 (stereo not drawn)	-8	-4	4	-6	5	3	6
CCOC(=O)C1=C(CC)Nc2ccccc2N=C1NC(=O)c1ccc(OC)c(S(=O)(=O)N2CCCCC2C)c1 (stereo not drawn)	/	/	/	-3	/	1	-3
Cc1noc(C)c1NC(=O)Nc1ccc2c(c1)C(=O)N([C@H](C)CO)C[C@H](C)[C@H](CN(C)S(=O)(=O)c1ccc(F)cc1)O2	15	-1[16.7 µM]	3	-6	-3	0	-3
Cc1ccc(CN2CCNC(=O)C2CC(=O)N(C)CCc2cnn(C)c2)cc1 (stereo not drawn)	-2	0	-5	3	-2	-2	-1
O=C(CN1CCSCC1)N/N=C/c1ccc(F)cc1	1	-7	5	3	-9	-3	5
O=C1Nc2ccccc2O/C1=C\c1ccccc1Br	1	2	14	-5	17	5	-3
